C-LANA FP – inhibitors of KSHV LANA C-terminal domain DNA binding; 340,000 compounds, 0.078% hits; MBP-C-LANA/FAM-LBS DNA binding, fluorescence polarization; inhibition, % at 9 µM;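 active = highest replicate inhibition at or above 60% at 9 µM, even if other replicates fall short; inactive = all replicates below 60% inhibition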;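 also: 0% = neutral control wells and 100% = 4 µM acridine orange control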
DSG3 Ab inh – inhibitors of pemphigus antibody binding to human desmoglein-3; binding (percent of control), % at 10 µM; 310,000 compounds, 0.48% hits; DSG3-coupled beads, scFv-anti-DSG3-GFP binding, flow cytometry; active compounds read low;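 active = binding more than 3 SD below its plate's average and above zero; inconclusive = below that plate limit but binding exactly zero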;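 also: hits lower antibody fragment binding to DSG3; some compounds called inactive have numbers as strong as hits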
V-ATPase pHluor – alters yeast V-ATPase proton transport; S. cerevisiae, pHLuorin cytosolic pH fluorescence; response, % at 10 µM; 350,000 compounds, 0.37% hits; AID 504577; in the data active = response mostly above about 7.3%, no sharp cut-off; inactive = mostly below about 5.4%; also: actives read high; inactives centre near 0; some compounds called inactive have numbers as strong as hits; reference of the scale not given here
Cardiac RTF inh – cardiac RTF calcium desensitization; P19429+P45379; IANBD-labeled cardiac RTF, Ca2+ fluorescence; inhibition, % at 7.15 µM; 340,000 compounds, 0.12% hits; AID 493244;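 active = inhibition above the mean inhibition of all tested compounds plus 3 SD, cut at about 17% in these data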;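 also: assay run at fixed EC70 calcium of 1.6 mM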
RTF Ca sens act – cardiac RTF calcium sensitization; IANBD-labeled TnC RTF fluorescence at EC20 calcium; 0% EC20 calcium, 100% full calcium; activation, % at 7.2 µM; 340,000 compounds, 0.24% hits; P19429+P45379;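 active = activation above the mean over all tested compounds plus 3 SD, cut at about 30% in these data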;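 also: rise in fluorescence read as greater calcium sensitivity of cardiac thin filaments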
MOR-DOR ag – OPRM1-OPRD1 heterodimerization agonism; cells, luminescence; activation, % at 9.3 µM; 340,000 compounds, 0.3% hits; in the data active = activation above about 18%;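 also: 0% = vehicle-treated cells and 100% = reference agonist; values of inactives mirror those of a sister screen read the other way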
Wnt bcat act – activates Wnt/beta-catenin signaling in a reporter cell assay; AID 743398; activation, % at 9.35 µM; 300,000 compounds, 1.2% hits; activator, plate reader; in the data active = activation above about 30%, passing the limit was not always enough; inconclusive = no clear call, values can overlap the other calls;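 also: 0% = neutral control wells and 100% = positive control wells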
Keap1-Nrf2 PPI – inhibitors of human Keap1-Nrf2 protein-protein interaction; Q14145; Keap1 Kelch-Nrf2 peptide fluorescence polarization, 1536-well; inhibition, % at 9.4 µM; 340,000 compounds, 0.15% hits; in the data active = inhibition above about 12%; inconclusive = no clear call, values can overlap the other calls; inactive = below about 7.3%;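 also: human Keap1 Kelch domain with fluorescein labeled Nrf2 9mer peptide probe; 0% = neutral control wells and 100% = peptide positive control; higher means more block of Keap1 binding to Nrf2 peptide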
Target sequence (Q14145 whole entry, looked up, the tested form may be a part): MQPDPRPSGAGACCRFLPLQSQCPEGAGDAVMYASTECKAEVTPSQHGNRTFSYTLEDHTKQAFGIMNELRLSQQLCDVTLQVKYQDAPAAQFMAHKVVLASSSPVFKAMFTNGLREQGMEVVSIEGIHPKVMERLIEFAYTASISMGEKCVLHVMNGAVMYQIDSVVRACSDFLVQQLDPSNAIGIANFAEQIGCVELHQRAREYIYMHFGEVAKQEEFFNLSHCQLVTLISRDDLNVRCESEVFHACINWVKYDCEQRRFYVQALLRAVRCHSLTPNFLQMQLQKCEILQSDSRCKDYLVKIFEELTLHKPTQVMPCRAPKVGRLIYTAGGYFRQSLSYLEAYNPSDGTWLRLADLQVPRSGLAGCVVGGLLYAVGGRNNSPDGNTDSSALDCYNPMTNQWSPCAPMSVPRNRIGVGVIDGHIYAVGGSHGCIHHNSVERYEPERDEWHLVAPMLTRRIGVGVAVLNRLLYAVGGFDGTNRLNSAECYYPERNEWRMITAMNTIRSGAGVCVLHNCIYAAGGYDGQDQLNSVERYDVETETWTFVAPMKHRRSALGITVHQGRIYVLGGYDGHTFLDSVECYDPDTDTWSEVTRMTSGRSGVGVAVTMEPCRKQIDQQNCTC
MOR-DOR inv ag – inverse agonists of human mu-delta opioid receptor heterodimerization; inhibition, % at 9.3 µM; P35372+P41143; cell-based MOR-DOR heterodimer luminescence, inverse agonism; 340,000 compounds, 0.21% hits; AID 504357; in the data active = inhibition above about 22%, passing the limit was not always enough;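 also: 0% = cells with DMSO and 100% = wells without cells with DMSO; values of inactives mirror those of a sister screen read the other way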
Arrestin-AP2 inh – human beta-arrestin and AP2 interaction inhibition | FITC-arrestin peptide / GST-AP2 beads, flow cytometry; AP2 beta2 appendage carries R879A mutation | inhibition, % at 10 µM | 340,000 compounds, 0.31% hits | AID 504490;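 active = inhibition above a set limit, near 3 SD of compounds lacking own fluorescence, cut at about 54% in these data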;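 also: plate controls were DMSO wells for no effect and 5 µM unlabelled arrestin peptide for full effect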
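System: GST-AP2 R879A bound to glutathione beads, E. coli-expressed. Also added: 50 nM FITC-arrestin peptide. Schedule: compound with beads 12 min RT, then probe 1 h RT. Signal: bead flow cytometry, FITC channel. Read-out basis: percent response.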
* hit, by the source's call; u = inconclusive; x = no result given.

SMILES	C-LANA FP	DSG3 Ab inh	V-ATPase pHluor	Cardiac RTF inh	RTF Ca sens act	MOR-DOR ag	Wnt bcat act	Keap1-Nrf2 PPI	MOR-DOR inv ag	Arrestin-AP2 inh
COc1ccc(CCN2CC(C(=O)NCc3nc4ccccc4n3C)CCC2=O)cc1 (centres undefined)	1.2	x	-1	0	1	0.0	0	-8	0	0
Cc1nn2c(N3CCOCC3)cc(C(C)(C)C)nc2c1-c1ccccc1	-0.1	110	-2	-4	7	-2.5	0	-5	12	-7
Cc1cc(C)cc(Oc2ccccc2C=O)c1	2.2	99	-2	-6	-8	3.6	x	-4	-19	-6
CC(C)CCNC(=O)NC(=O)COC(=O)/C=C/c1cccc([N+](=O)[O-])c1	-1.6	x	0	-3	-4	6.6	-1	-3	-30	-3
CC(C)COP(=O)(c1ccc(N(C)C)cc1)C(O)c1ccccn1 (centres undefined)	0.7	104	3	0	1	-1.9	-23	0	11	2
CCOC(=O)N1CCN(C(=O)CCNS(=O)(=O)c2ccccc2)CC1	0.6	118	3	-2	0	0.1	0	-3	-1	-15
COCCN(C(=O)c1cccc(N2C(=O)CCC2=O)c1)c1nc(-c2ccc([N+](=O)[O-])cc2)cs1	3.2	108	2	-1	-13	0.5	-2	-1	-3	-21
COc1ccccc1CCc1nnc(CCC(=O)NC(C)Cc2cccs2)o1 (centres undefined)	-1.2	112	0	-11	-2	-0.7	0	0	5	-5
Cc1cc(C)n2nc(S(=O)(=O)N(C)Cc3ccccc3)nc2n1	-0.6	93	-1	-1	-3	-0.9	13	-5	4	0
Cc1nn(-c2ccccc2)c(C)c1C(=O)Nc1nnc(-c2ccco2)o1	-0.3	99	0	-5	-2	-3.5	x	0	18	7
CC(=O)Nc1ccc(S(=O)(=O)NCc2ccc(C)n2C)cc1	-1.7	113	3	-12	3	0.0	-4	-4	0	2
CN1CCN(S(=O)(=O)c2ccc(NCc3ccc4c(c3)OCO4)nc2)CC1	2.4	89	1	-6	0	-2.6	2	-4	13	-6
Cc1cc(=O)oc2c(C)c(OC(C)C(=O)Nc3ccc(N4CCC(C)CC4)cc3)ccc12 (centres undefined)	-1.5	98	1	6	-4	-0.8	-4	-5	4	-12
COC(=O)c1ccc(Oc2c(C)oc3cc(OCc4cnn(-c5ccccc5)c4)ccc3c2=O)cc1	0.0	x	3	-11	-2	0.2	x	-1	-1	-1
CCOC(=O)C1CCCN(S(=O)(=O)c2ccc(S(=O)(=O)N(CC)CC)cc2)C1 (centres undefined)	0.2	101	-2	-5	2	0.5	-3	-2	-2	-2
O=C(N/C(=C/c1ccco1)C(=O)N1CCCC1)c1cccs1	1.4	107	0	-14	9	-0.7	-1	2	4	17
COc1ccc(-c2cc3nc(C)n(N)c(=O)c3s2)cc1	0.1	98	0	1	-1	-3.0	-11	-4	16	-5
CC(=O)NC(Cc1ccc(F)c(F)c1)C(=O)NC1CCN(C(=O)c2ccc(C)cc2)CC1 (centres undefined)	-1.6	96	-2	8	1	-1.7	0	-7	9	-2
CC(OC(=O)c1ccc(CN2CCCC2=O)cc1)C(=O)Nc1ccc(Cl)cc1 (centres undefined)	-0.5	101	0	-2	-2	-1.3	0	-2	5	5
Cc1c(NC(=S)NC(=O)COc2ccccc2)c(=O)n(-c2ccccc2)n1C	-0.3	100	-1	-3	-2	-2.9	0	0	15	1

Not a retest: entries from further up.
SMILES	C-LANA FP	DSG3 Ab inh	V-ATPase pHluor	Cardiac RTF inh	RTF Ca sens act	MOR-DOR ag	Wnt bcat act	Keap1-Nrf2 PPI	MOR-DOR inv ag	Arrestin-AP2 inh
CC(OC(=O)c1ccc(CN2CCCC2=O)cc1)C(=O)Nc1ccc(Cl)cc1 (centres undefined)	-0.5	101	0	-2	-2	-1.3	0	-2	5	5
Cc1c(NC(=S)NC(=O)COc2ccccc2)c(=O)n(-c2ccccc2)n1C	-0.3	100	-1	-3	-2	-2.9	0	0	15	1

5 entries from above, ordered by their value in V-ATPase pHluor, highest first:
| Molecule | V-ATPase pHluor |
| --- | --- |
| CC(=O)Nc1ccc(S(=O)(=O)NCc2ccc(C)n2C)cc1 | 3 |
| COCCN(C(=O)c1cccc(N2C(=O)CCC2=O)c1)c1nc(-c2ccc([N+](=O)[O-])cc2)cs1 | 2 |
| Cc1nn(-c2ccccc2)c(C)c1C(=O)Nc1nnc(-c2ccco2)o1 | 0 |
| Cc1c(NC(=S)NC(=O)COc2ccccc2)c(=O)n(-c2ccccc2)n1C | -1 |
| Cc1cc(C)cc(Oc2ccccc2C=O)c1 | -2 |

Returning to the listing with the 2 entries that preceded the break.
SMILES	C-LANA FP	DSG3 Ab inh	V-ATPase pHluor	Cardiac RTF inh	RTF Ca sens act	MOR-DOR ag	Wnt bcat act	Keap1-Nrf2 PPI	MOR-DOR inv ag	Arrestin-AP2 inh
CC(OC(=O)c1ccc(CN2CCCC2=O)cc1)C(=O)Nc1ccc(Cl)cc1 (centres undefined)	-0.5	101	0	-2	-2	-1.3	0	-2	5	5
Cc1c(NC(=S)NC(=O)COc2ccccc2)c(=O)n(-c2ccccc2)n1C	-0.3	100	-1	-3	-2	-2.9	0	0	15	1
COc1ccc(Cl)cc1S(=O)(=O)NC1CC(C)(C)NC(C)(C)C1	-1.5	63	-1	-11	8	0.8	0	-3	-4	2
COc1ccc(OC)c(NC(=O)Cc2cccs2)c1	-1.1	109	-1	-15	-1	-0.3	-3	0	2	19
CCCn1c2ccccc2c2cnn(CC(=O)OC)c(=O)c21	-2.0	93	1	2	5	-3.9	2	4	18	-16
CC(=O)Nc1ccc(NC2=CC(=O)CC(C)(C)C2)cc1	0.9	x	-6	-4	-3	-2.6	0	-4	11	15
CC(C)CNc1nc(SCC(=O)Nc2ccccc2)nc(N2CCOCC2)n1	0.3	106	4	-4	-3	1.3	-1	0	-7	8
CCOc1ccc(N(CCCCO)C(=S)NC(=O)c2ccc(C)c(Br)c2)cc1	0.7	103	-2	2	-1	-2.6	7	1	14	16
CSCCC(NC(=O)COc1ccccc1)C(=O)N1CCCCC1 (centres undefined)	-0.1	97	0	-2	0	-2.4	4	4	12	-10
COc1ccccc1OCC(=O)Nc1ccccc1C(=O)NCc1ccco1	-1.3	110	-2	-7	2	-2.0	x	-3	11	3
Cc1ccccc1Oc1ccc2c(c1)[C@@H]1C[C@H]3[C@@H](C(=O)N1CC2)[C@H](C)ON3C	-2.0	115	-1	-8	-1	0.3	-5	-3	-2	47
CN(CCC#N)C(=O)COC(=O)C1c2ccccc2Oc2ccccc21	-0.4	94	3	-38	1	-0.6	0	-5	4	5
CC(=O)OC(C(=O)Nc1nccs1)c1ccccc1 (centres undefined)	-1.1	97	-2	-4	4	-1.8	0	1	9	9
COc1ccc(/C=N/NC(=O)CNc2ccc(Br)cc2)c(C(=O)O)c1OC	0.2	84	-3	-2	0	0.7	-1	1	-4	3
CC1=C[C@@H](C)[C@@H](c2ccccc2)OC1=O	-1.2	105	0	-5	7	-2.7	-2	-5	16	1
O=C1C(Cl)=C(N2CCC(C(=O)O)CC2)C(=O)c2ccccc21	2.3	92	1	4	-3	4.3	x	3	-22	27
COc1ccc(NS(=O)(=O)c2ccc(Cl)c(N)c2)cc1Br	0.2	105	2	-9	-1	3.7	-3	-1	-19	-3
Cc1ccc(S(=O)(=O)N(Cc2ccccc2Cl)C(=O)N2CCN(C)CC2)cc1	0.1	102	-9	0	-9	-4.5	0	-3	22	19
COc1cc(N)c(Cl)cc1C(=O)OCC(=O)N1CCc2ccccc21	0.3	106	1	-12	-8	-1.7	4	0	6	2
Cc1ccnc(N2C(=O)OC(C)(C)C2(C)O)c1 (centres undefined)	-0.8	100	1	-2	1	-1.8	-1	-5	9	1
CCN(Cc1ccccc1)C(=O)CN1C(=O)NC2(CC(C)CC(C)(C)C2)C1=O (centres undefined)	0.7	112	-1	3	0	3.9	-4	-2	-16	4
CCc1cccc(C)c1NC(=O)c1ccccc1	0.8	102	0	0	3	-2.2	-2	-2	11	8
CCCN(CC(=O)Nc1ccccc1C)C(=O)c1ccc(OCc2c(C)noc2C)cc1	0.9	81	0	-10	4	0.4	1	-2	-3	5
CCOC(=O)C1(Cc2ccccc2)CCN(Cc2cccn2-c2cccnc2)CC1	-0.2	103	3	-3	-5	41*	-2	-1	-218	11
CCC(=O)c1c[nH]c(C(=O)NCCCn2ccnc2)c1	-0.6	102	-5	-10	-4	-2.4	-7	2	12	-4
CCn1c2ccccc2c2cc(NC(=O)CSc3nnc(-c4ccccc4OC)n3N)ccc21	-0.7	101	x	-5	-9	2.1	x	1	-11	33
c1ccc(-c2nc(NCc3ccco3)c3ccccc3n2)cc1	0.5	x	-1	-4	3	2.1	x	2	-13	-4
CCSc1ncc(C#N)c(=O)[nH]1	-0.1	101	1	-7	-4	0.1	x	2	0	27
O=C(CSc1nnc(Cc2ccccc2)o1)c1ccccc1	1.1	96	-4	3	-1	1.9	3	1	-9	-5
CCc1ccccc1NC(=O)c1ccccc1N1C(=O)C2C3C=CC(C3)C2C1=O (centres undefined)	-0.5	105	5	-4	3	-2.9	-2	1	16	-17
CCC(=O)NC(=S)Nc1cccc(C(C)=O)c1	1.4	111	1	5	-3	-3.2	0	-2	13	-13
Cc1ccc2sc(NC(=O)c3ccc(N4C(=O)CCC4=O)cc3)nc2c1C	0.6	82	-2	0	2	8.6	-3	6	-44	-5
COc1ccc(-c2nc(SC)n(S(=O)(=O)c3ccccc3)n2)cc1	0.6	107	4	-1	6	-1.5	x	-3	9	11
CCCNC(=O)NC(=O)COc1ccc2oc3ccccc3c2c1	-0.9	77	1	-5	3	2.2	0	u	-12	9
COc1ccccc1N1CCN(S(=O)(=O)c2c(C(=O)N3CCOCC3)c(C)n(C)c2C)CC1	0.0	102	6	-10	-1	-0.1	1	-1	0	25
CCCCNC(=O)c1ccc(NS(=O)(=O)c2ccc3[nH]c(=O)[nH]c3c2)cc1	0.6	103	-4	-9	-1	-1.3	2	0	7	22
CC(=O)N/C(=C\c1ccccc1)C(=O)OCC(=O)c1c(N)n(C)c(=O)n(C)c1=O	0.1	98	-6	-1	-6	-1.3	-3	-5	7	3
CCCOc1ccc(C(=O)Nc2cc(-c3nn4c(C)nnc4s3)ccc2C)cc1	0.2	96	2	2	-4	-0.9	-3	4	5	-1
CCCCCCCn1ccc(=N)cc1	-0.1	105	x	-5	5	-0.9	x	-3	5	10

Some of the entries above, reformatted:
Structure,C-LANA FP,DSG3 Ab inh,V-ATPase pHluor,Cardiac RTF inh,RTF Ca sens act,MOR-DOR ag,Wnt bcat act,Keap1-Nrf2 PPI,MOR-DOR inv ag,Arrestin-AP2 inh
COc1cc(N)c(Cl)cc1C(=O)OCC(=O)N1CCc2ccccc21,0.3,106,1,-12,-8,-1.7,4,0,6,2
Cc1ccnc(N2C(=O)OC(C)(C)C2(C)O)c1 (centres undefined),-0.8,100,1,-2,1,-1.8,-1,-5,9,1
